Bioassay records as filed in PubChem.
TLR9-MyD88 inh: inhibitors of human TLR9-MyD88 binding; inhibition, % at 4.98 µM; CHO BLA complementation TLR9-MyD88, CCF4 FRET ratio; 0.21% of 340,000 active;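 active = inhibition above the mean over all tested compounds plus 3 SD, cut at about 21% in these data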;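 note: 0% = DMSO only wells and 100% = clavulanate BLA inhibitor control wells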
H9c2 protect: modulators protecting cardiomyocytes from myocardial damage. 0.63% of 360,000 active. protection from H2O2 cell death, % at 20 µM. H9c2 cardiomyocytes, H2O2 injury protection, ATPLite, 2 h;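 active = compounds giving at least 50% protection of heart cells from peroxide-induced death in the single-dose screen, raw or plate-pattern-corrected value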;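 note: 0% = DMSO wells with peroxide and 100% = DMSO wells without peroxide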
ABHD5 PLIN5 PPI: ABHD5-PLIN5 protein interaction inhibition; Q00G26+Q8WTS1; Split G. princeps luciferase complementation, luminescence, 4 h; inhibition, % at 4 µM; 0.78% of 360,000 active;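 active = inhibition above the mean inhibition across every tested compound plus 3 SD, cut at about 22% in these data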;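 note: 0% = DMSO only wells and the 100% control is not disclosed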
Target sequence (Q00G26 whole entry, looked up): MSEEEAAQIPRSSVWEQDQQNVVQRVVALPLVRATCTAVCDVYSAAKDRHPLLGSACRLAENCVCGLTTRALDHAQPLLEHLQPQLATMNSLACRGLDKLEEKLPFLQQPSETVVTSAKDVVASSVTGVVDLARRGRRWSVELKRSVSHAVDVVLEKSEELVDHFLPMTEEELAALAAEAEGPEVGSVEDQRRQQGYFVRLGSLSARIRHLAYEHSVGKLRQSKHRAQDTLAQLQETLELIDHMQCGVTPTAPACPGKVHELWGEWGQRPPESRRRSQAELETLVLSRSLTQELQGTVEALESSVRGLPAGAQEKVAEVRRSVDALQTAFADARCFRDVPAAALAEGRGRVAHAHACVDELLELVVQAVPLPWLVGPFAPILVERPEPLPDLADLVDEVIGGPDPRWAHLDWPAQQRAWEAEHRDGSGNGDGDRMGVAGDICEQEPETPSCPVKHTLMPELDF
Target sequence (Q8WTS1 whole entry, looked up): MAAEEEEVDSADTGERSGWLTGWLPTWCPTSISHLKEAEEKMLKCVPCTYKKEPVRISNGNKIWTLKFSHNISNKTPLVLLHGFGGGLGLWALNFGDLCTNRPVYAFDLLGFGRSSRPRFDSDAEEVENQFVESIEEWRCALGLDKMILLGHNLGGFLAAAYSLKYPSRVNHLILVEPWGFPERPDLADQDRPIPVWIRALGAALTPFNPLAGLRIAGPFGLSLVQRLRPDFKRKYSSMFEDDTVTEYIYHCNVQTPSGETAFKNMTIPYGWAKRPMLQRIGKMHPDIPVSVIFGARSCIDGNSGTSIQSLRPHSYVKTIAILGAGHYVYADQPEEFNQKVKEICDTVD
NCOA2 inhibitor: human SRC2 (NCOA2) inhibition. Q15596. HEK293 GAL4-SRC2 luciferase reporter, luminescence. inhibition, % at 9 µM. 0.17% of 370,000 active. AID 651957;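 active = inhibition above the mean inhibition of all tested compounds plus 3 SD, set per campaign, cut at about 52% in these data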;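 note: 0% = DMSO treated cells and 100% = cells given Gossypol at 36 µM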
MC4R antag cAMP: blocks human MC4R cAMP signaling. MC4R-expressing cells, MTII-stimulated cAMP, LANCE TR-FRET. P32245. inhibition, % at 6.5 µM. AID 540295. 0.48% of 360,000 active;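 active = inhibition above its plate's cutoff, the mean of tested wells on that plate plus 3 SD, cut at about 29% in these data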;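 note: 0% = Melanotan II alone and 100% = Melanotan II plus saturating MCL0020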
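Assay system: human MC4R-expressing U2OS cells; reagent: Melanotan II stimulation of cells; dosing: 6.5 µM single dose; timing: compound 30 min, challenge 1 h, detection 1 h; signal: TR-FRET cAMP assay; replicates: one well per compound, no replicates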
N-glyco inh: N-linked glycosylation inhibition. D54 ERlucT glycosylation luciferase reporter, 24 h; percent of 100 nM tunicamycin response. reporter increase, % at 12.5 µM. 0.23% of 360,000 active;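 active = mean luciferase reporter signal, scaled so untreated is 0 and the glycosylation-blocking control 100, at or above a set limit in every replicate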;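 note: luciferase carries N-glycosylation sites so blocking glycosylation raises the light; 0% = median of neutral control wells and 100% = median of 100 nM tunicamycin wells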
MC4R barr agon: activates human MC4R beta-arrestin recruitment; P32245; U2OS MC4R beta-arrestin complementation, luminescence; percent of melanotan II response, DMSO zero; activation, % at 8.9 µM; 0.98% of 360,000 active;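 active = activation above a per-plate cutoff, the mean activation of sample wells on that plate plus 3 SD, cut at about 8% in these data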
NOD2 RIPK2 PPI: blocks binding of human NOD2 to RIPK2. inhibition, % at 4.98 µM. O43353. 0.38% of 360,000 active. AID 624267. CHO BLA complementation NOD2-RIPK2, CCF4 ratio; in the data active = inhibition above about 21%;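 note: 0% = vehicle only and 100% = reference blocker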
ABCB6 inh MLPCN: blocks the human ABCB6 transporter. Q9NP58. K562-ABCB6 porphyrin accumulation, flow cytometry, 1 h; stronger effect = lower value. fluorescence ratio to DMSO, % at 10 µM. 0.19% of 360,000 active. AID 602162;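 active = fluorescence ratio to DMSO below 75%, the collection mean minus 3 SD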;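 note: signal is porphyrin accumulated inside mitochondria; 100% equals median channel fluorescence of DMSO control wells; lower ratio means ABCB6 inhibition with less porphyrin fluorescence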
m5-HT2A agonist: mouse HTR2A agonism via beta-arrestin recruitment; activation, % at 7.6 µM; 0.66% of 360,000 active; P35363; CHO-K1 mHTR2A beta-arrestin complementation, luminescence; percent of 30 µM serotonin response;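 active = activation above a run cutoff, the mean activation of all tested compounds plus 3 SD, cut at about 14% in these data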;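 note: 0% = plate median of compound wells and 100% = 30 µM serotonin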
* hit, by the source's call; . = not tested or not shown. An excerpt; count on the stated rates, not on these rows.

SMILES	TLR9-MyD88 inh	H9c2 protect	ABHD5 PLIN5 PPI	NCOA2 inhibitor	MC4R antag cAMP	N-glyco inh	MC4R barr agon	NOD2 RIPK2 PPI	ABCB6 inh MLPCN	m5-HT2A agonist
CCOC(=O)c1[nH]ncc1CN1CCN(Cc2ccc(C)cc2)C(CCO)C1 (stereo not given)	1	-4	-5	-13	1	0	0.9	3	93	0
CCN(CCn1cccn1)C(=O)CCc1nnc(CCCc2ccccc2)o1	0	1	-3	-38	5	-2	-1.4	-5	99	-3
O=S(=O)(c1cc(Cl)ccc1Cl)n1ccnc1	5	-2	-4	-14	-2	2	-2.4	-2	98	-1
O=S(=O)(c1ccc2ccccc2c1)N(CC(O)COCc1ccco1)c1ccccc1 (stereo not given)	-1	-12	3	5	9	-2	3.4	-8	93	-3
OCn1ncn(-c2ccccc2)c1=S	-1	2	-1	9	10	1	-2.0	-12	90	9
O=C(NCc1nnc(SCC(=O)N2CCN(c3ccccc3)CC2)o1)c1c(F)cccc1F	6	6	11	14	1	-1	1.7	-18	103	-3
CCCS(=O)(=O)N1CCN(C(=O)c2ccccc2F)CC1	5	3	5	-42	0	0	-1.2	3	99	1
CCCN1C2CCCC1CC(NC(=O)c1cccc([N+](=O)[O-])c1)C2 (stereo not given)	-8	5	6	-10	3	1	-0.2	-20	99	-6
CN(C)CC(=O)N[C@@H]1CC[C@@H](CCNS(=O)(=O)c2ccccc2)O[C@@H]1CO	.	.	-4	-10	.	.	.	-3	.	-3
CC(=O)c1ccc(NC(=S)NC(=O)/C=C/c2ccco2)cc1	-3	-1	7	-27	2	2	-2.0	3	100	-3
CCOC(=O)CCNC(=O)CNC(=O)OCc1ccccc1	3	17	0	-27	4	1	-2.0	-4	98	3
Cc1nnc2sc(-c3cccc4ccccc34)nn12	8	-4	-4	-7	-5	5	-2.1	5	96	-1
COc1ccc(C2N3CC4(C)CN2CC(C)(C3)C4)cc1OC (stereo not given)	-7	18	-7	-17	-1	1	-1.6	-6	97	2
CC(C)(C)c1sc(N)nc1-c1ccccc1	-9	1	5	-26	14	2	3.3	-2	99	-6
CCOCc1nnc(NC(=O)c2cc(C(=O)OC)cc([N+](=O)[O-])c2)s1	-4	0	2	-17	11	1	-0.6	4	100	2
CC(C)(C)OC(=O)C[C@@H]1C/C=C\C[C@@H](CC(=O)N(CCO)Cc2ccccc2)C(=O)N[C@H](Cc2ccccc2)COC1=O	-11	14	9	14	5	2	-3.0	-2	89	0
CCN(CC)CCn1c(=S)[nH]c2cc3c(cc2c1=O)OCO3	14	6	-3	7	2	7	-0.1	-8	104	-1
O=C(NNc1cc(Cl)ccc1Cl)c1cccs1	.	-5	-8	-28	-6	-1	-0.1	-4	104	1
CC(=O)N/C(=C\c1ccc(C)cc1)C(=O)O	-2	5	-3	-3	3	1	-1.6	-4	100	3
CCOc1ccc(C(=O)OCC(=O)Nc2cccc(S(=O)(=O)N3CCCC3)c2)cc1	-4	-3	-4	2	0	-1	-0.1	-2	93	-7

Part of the list above, with two lines to a compound.
Below each SMILES – TLR9-MyD88 inh	H9c2 protect	ABHD5 PLIN5 PPI	NCOA2 inhibitor	MC4R antag cAMP	N-glyco inh	MC4R barr agon	NOD2 RIPK2 PPI	ABCB6 inh MLPCN	m5-HT2A agonist
CCOC(=O)c1[nH]ncc1CN1CCN(Cc2ccc(C)cc2)C(CCO)C1 (stereo not given)
→ 1	-4	-5	-13	1	0	0.9	3	93	0
CCN(CCn1cccn1)C(=O)CCc1nnc(CCCc2ccccc2)o1
→ 0	1	-3	-38	5	-2	-1.4	-5	99	-3
O=S(=O)(c1cc(Cl)ccc1Cl)n1ccnc1
→ 5	-2	-4	-14	-2	2	-2.4	-2	98	-1
O=S(=O)(c1ccc2ccccc2c1)N(CC(O)COCc1ccco1)c1ccccc1 (stereo not given)
→ -1	-12	3	5	9	-2	3.4	-8	93	-3
OCn1ncn(-c2ccccc2)c1=S
→ -1	2	-1	9	10	1	-2.0	-12	90	9
O=C(NCc1nnc(SCC(=O)N2CCN(c3ccccc3)CC2)o1)c1c(F)cccc1F
→ 6	6	11	14	1	-1	1.7	-18	103	-3
CCCS(=O)(=O)N1CCN(C(=O)c2ccccc2F)CC1
→ 5	3	5	-42	0	0	-1.2	3	99	1
CCCN1C2CCCC1CC(NC(=O)c1cccc([N+](=O)[O-])c1)C2 (stereo not given)
→ -8	5	6	-10	3	1	-0.2	-20	99	-6
CN(C)CC(=O)N[C@@H]1CC[C@@H](CCNS(=O)(=O)c2ccccc2)O[C@@H]1CO
→ .	.	-4	-10	.	.	.	-3	.	-3
CC(=O)c1ccc(NC(=S)NC(=O)/C=C/c2ccco2)cc1
→ -3	-1	7	-27	2	2	-2.0	3	100	-3
CCOC(=O)CCNC(=O)CNC(=O)OCc1ccccc1
→ 3	17	0	-27	4	1	-2.0	-4	98	3
Cc1nnc2sc(-c3cccc4ccccc34)nn12
→ 8	-4	-4	-7	-5	5	-2.1	5	96	-1
COc1ccc(C2N3CC4(C)CN2CC(C)(C3)C4)cc1OC (stereo not given)
→ -7	18	-7	-17	-1	1	-1.6	-6	97	2
CC(C)(C)c1sc(N)nc1-c1ccccc1
→ -9	1	5	-26	14	2	3.3	-2	99	-6

Carrying on.
SMILES	TLR9-MyD88 inh	H9c2 protect	ABHD5 PLIN5 PPI	NCOA2 inhibitor	MC4R antag cAMP	N-glyco inh	MC4R barr agon	NOD2 RIPK2 PPI	ABCB6 inh MLPCN	m5-HT2A agonist
Cc1ccccc1NC(=S)Nc1ccc2cn[nH]c2c1	-6	-9	-10	-43	-1	2	0.6	-8	94	2
CCCCCCCCN1C(=O)[C@H](CC(=O)N2CCCCC2)C[C@@]2(C(=O)OC)CCCCC=C12	.	.	1	11	.	.	.	-5	93	0
Cc1ccc(S(=O)(=O)NC[C@H]2O[C@@H](n3cnc4c(N)ncnc43)[C@H](O)[C@@H]2O)s1	1	-6	-6	-7	-5	1	-0.1	-6	97	9
O=C(CN(Cc1ccccc1)S(=O)(=O)c1ccccc1)NC1CC1	-2	2	-6	14	6	2	0.4	-12	97	-1
CCOC(=O)C1=C(C)N=C2c3ccccc3C(=O)C2C1c1ccc(C)cc1 (stereo not given)	0	16	-1	-3	6	-6	2.3	-6	87	-3
COC(=O)c1ncccc1SC	-1	-3	-1	2	14	0	-2.8	-9	100	0
COc1ccc(NC(=O)/C(C#N)=C\c2ccc(Br)o2)cc1	1	6	1	-23	1	0	2.6	0	101	-1
Cc1cccc(-c2onc3ccc(C4(C)OCCO4)cc23)c1	0	-8	1	-13	-3	-3	3.3	7	93	-2
COC(=O)c1ccc(COc2ccccc2/C=C/C(=O)c2ccc(OCC(=O)O)cc2)cc1	1	-4	6	-8	23	-6	1.5	-6	110	-7
O=C(NCCNc1ccc([N+](=O)[O-])cc1C(F)(F)F)c1ccccc1	5	-14	5	5	-1	0	0.5	-5	95	-1
c1ccc2c(-c3cccc4nccn34)cncc2c1	.	-2	2	47	-3	-5	-0.8	5	92	-3
O=C(Nc1ccccc1C(F)(F)F)c1cc(S(=O)(=O)N2CCC3(CC2)OCCO3)ccc1F	4	-5	2	-8	-2	1	1.8	-10	109	-1
CCOc1cc(/C=N/NC(=O)Nc2ccccc2)ccc1O	2	-11	-3	-69	10	-1	1.4	7	108	1
CC(=O)NNC(=S)Nc1cccc(F)c1	.	1	0	13	8	1	-1.0	-16	97	1
CCOC(=O)CN1C(=O)S/C(=C/c2ccc(O)c([N+](=O)[O-])c2)C1=O	-1	-7	0	8	-7	2	2.3	-6	96	6
CC(=O)[C@@H]1[C@@H](C)N(Cc2ccccc2)C(=O)N[C@H]1c1ccccc1	-1	-3	0	2	5	2	0.5	5	98	-1
O=C(COc1ccccc1Cl)NC1CC1	-6	3	3	-27	-1	1	-1.9	-6	103	-3
O=C(O)Cn1c(SCc2cccc3ccccc23)nc2ccccc21	-10	-2	-5	-5	-1	2	-2.9	-7	95	-4
CC(C(=O)N1CCCc2ccccc21)N1CCN(S(=O)(=O)c2ccccc2F)CC1 (stereo not given)	4	-4	4	3	-1	-1	-1.4	-5	89	1
COc1ccc(Cc2nnc(N/N=C/c3ccc(O)cc3)[nH]c2=O)cc1OC	-8	48	0	53*	14	-14	-0.5	-2	98	-11
C=C(C)c1cccc(C(C)(C)NC(=O)Nc2ccc3[nH]c(=O)[nH]c3c2)c1	-10	5	0	6	5	0	-2.6	-1	91	-3
O=S(=O)(Nc1ccc2nc(N3CCOCC3)sc2c1)c1ccc(Cl)cc1	0	-1	-3	-38	7	-2	-2.0	5	101	-8
O=C(c1cc(S(=O)(=O)N2CCOCC2)ccc1Cl)N1CCc2ccccc2C1	-3	-6	6	-1	0	-2	-1.9	-3	92	-6
Cc1ccc(OCC(=O)OCC(=O)NC2CCS(=O)(=O)C2)cc1C (stereo not given)	-5	5	-2	-21	8	1	0.5	-10	94	2
COc1ccc(-c2oc3ncn4nc(COc5ccccc5)nc4c3c2-c2ccc(OC)cc2)cc1	-1	-3	1	3	-8	0	-0.8	-9	87	0
